Assay outcomes: PubChem, Broad Institute
Statin myotox sup – suppression of simvastatin myotoxicity | C2C12 myotubes + simvastatin, ATP luminescence, 48 h; scaled: DMSO 0, geranylgeraniol control 100 | rescue of ATP level, % at 7.49 µM | 330,000 tested, 0.78% active | AID 602340;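 active = mean ATP rescue above about 67%, or every replicate alone reaching that limit, limit read from the data, passing the limit was not always enough; inconclusive = no clear call, values can overlap the other calls; inactive = mean under the limit and some replicate under it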;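 also: myotubes were challenged with 10 µM simvastatin during compound exposure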
E-selectin induc – induces E-selectin expression in human endothelial cells; activation, % at 7.58 µM; HUVEC E-selectin immunofluorescence imaging; normalized: neutral wells 0, TNF-alpha wells 100; 260,000 tested, 0.37% active; P16581;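 active = mean E-selectin-positive cell signal at least 10% of the positive control, reached in at least 60% of replicates, without over 20% cell loss; inconclusive = no rule given, readout overlaps actives, possibly toxicity-flagged; inactive = the rest, including those meeting only one limit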;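 also: in these data hits start at about 27%; measured in HUVEC primary endothelial cells; signal is the percent of cells scored E-selectin positive by PE staining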
Target sequence (P16581 whole entry, looked up): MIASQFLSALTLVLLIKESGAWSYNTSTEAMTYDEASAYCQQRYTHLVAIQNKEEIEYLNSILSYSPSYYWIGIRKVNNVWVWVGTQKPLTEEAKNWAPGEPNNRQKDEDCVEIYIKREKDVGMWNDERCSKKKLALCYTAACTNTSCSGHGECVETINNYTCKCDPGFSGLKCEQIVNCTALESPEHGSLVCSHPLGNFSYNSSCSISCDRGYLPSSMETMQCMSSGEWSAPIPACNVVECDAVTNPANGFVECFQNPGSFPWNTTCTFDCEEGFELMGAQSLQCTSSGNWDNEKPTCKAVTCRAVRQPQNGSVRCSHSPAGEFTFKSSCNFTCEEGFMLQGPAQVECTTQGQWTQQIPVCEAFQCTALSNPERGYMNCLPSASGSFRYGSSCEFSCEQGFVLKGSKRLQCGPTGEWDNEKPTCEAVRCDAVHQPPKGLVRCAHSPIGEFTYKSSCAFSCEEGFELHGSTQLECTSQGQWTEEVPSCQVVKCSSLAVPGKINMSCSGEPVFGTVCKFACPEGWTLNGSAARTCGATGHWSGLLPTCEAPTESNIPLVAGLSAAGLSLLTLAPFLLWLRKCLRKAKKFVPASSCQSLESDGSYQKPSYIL
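Read-out basis: % PE-positive cells; Test system: HUVEC primary endothelial cells; Technique: immunofluorescence imaging; Dosing: single-point compound dose.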
SIRT5 block – sirtuin-5 (human) deacylase inhibition. Q9NXA8. Purified SirT5, succinyl-peptide AMC, trypsin-coupled fluorescence. inhibition, % at 15 µM. 330,000 tested, 1.1% active. AID 652115; in the data active = inhibition above about 15%; inconclusive = no clear call, values can overlap the other calls
Target sequence (Q9NXA8 whole entry, looked up): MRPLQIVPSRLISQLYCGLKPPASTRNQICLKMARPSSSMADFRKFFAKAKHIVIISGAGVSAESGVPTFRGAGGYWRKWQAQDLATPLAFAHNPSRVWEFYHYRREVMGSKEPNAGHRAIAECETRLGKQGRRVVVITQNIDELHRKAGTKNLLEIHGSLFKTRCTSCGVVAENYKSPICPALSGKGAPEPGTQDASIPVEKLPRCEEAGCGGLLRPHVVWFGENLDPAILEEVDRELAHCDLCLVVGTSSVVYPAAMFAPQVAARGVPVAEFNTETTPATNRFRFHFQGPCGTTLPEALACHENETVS
DENV2 CPE – DENV2-induced cell death inhibition | DENV2-infected cells, cytopathic effect rescue, plate reader | CPE inhibition, % at 9.99 µM | 350,000 tested, 1.7% active; in the data active = CPE inhibition above about 20%, passing the limit was not always enough; inconclusive = no clear call, values can overlap the other calls; tested in BHK-21 cells;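 also: 0% = median of neutral control wells and 100% = median of positive control wells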
S100A4 MyoIIA – blocks human S100A4 binding to myosin IIA peptide; P26447; S100A4/TAMRA-MyoIIA peptide fluorescence polarization; inhibition, % at 10.7 µM; 360,000 tested, 0.14% active; AID 652163;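 active = mean inhibition of at least 70% across replicates, with every replicate also reaching that level; inconclusive = mean inhibition reaches 70% but some replicates fall short; inactive = mean inhibition below 70%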
Target sequence (P26447 whole entry, looked up): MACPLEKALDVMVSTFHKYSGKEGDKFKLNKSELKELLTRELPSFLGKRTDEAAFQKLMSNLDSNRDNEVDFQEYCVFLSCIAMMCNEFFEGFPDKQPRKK
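incubation = readout 5 min after mixing, signal stable up to 60 min | system = S100A4 monomer protein | buffer or medium = HEPES pH 7.2 with CaCl2, KCl, NaCl, DTT, Triton | benchmarks = neutral control DMSO, positive control TFP | also added = fluorescent myosin IIA peptide, 5 nM | compound dosing = one concentration per compound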
ERp5 block – blocks human ERp5 reductase activity on insulin; Q15084; ERp5 insulin aggregation, absorbance 650 nm, 90 min; inhibition, % at 9.99 µM; 350,000 tested, 0.05% active;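 active = mean replicate inhibition above about 25%, with every replicate also reaching it, limit read from the data, passing the limit was not always enough; inconclusive = only one of those two criteria met; inactive = neither criterion met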
PglD inh – PglD (C. jejuni) enzyme inhibition. 360,000 tested, 0.098% active. inhibition, % at 12.5 µM. AID 602405. purified PglD enzyme, DTNB colorimetric CoA detection; in the data active = inhibition above about 16%, passing the limit was not always enough; inconclusive = no clear call, values can overlap the other calls; also: strong numbers were not always called active
* = called active by the depositor; ? = inconclusive; / = not tested or not shown; & = joins results of further samples. Only part of the results is shown; count on the stated rates, not on these rows.

SMILES	Statin myotox sup	E-selectin induc	SIRT5 block	DENV2 CPE	S100A4 MyoIIA	ERp5 block	PglD inh
CCOC(=O)C1=C(c2ccccc2)Nc2ncnn2C1c1cccc(O)c1 (stereo not given)	14	-0.4	3	4	9	1	4
COc1ccc([C@H]2CC(=O)C=C(c3ccc(Cl)c(F)c3)C2)cc1	7	-0.1	/	9	4	4	0
CC1C(=O)N2CCCc3cc(NC(=O)C(=O)NCCc4ccc(F)cc4)cc1c32 (stereo not given)	/	-0.4	-1	1	-12	-3	2
COCC(=O)Nc1ccc2c(c1)OC[C@@H](C)N(C(=O)Cc1ccccn1)C[C@@H](C)[C@@H](OC)CN(C)C2=O	4	-0.1	-4	9	-11	1	-3
O=[N+]([O-])c1cnccc1NC1CCCCC1	/	0.2	-6	6	-4	1	/
CO[C@@H]1CN(C)C(=O)c2cc(NC(=O)Nc3ccc4c(c3)OCO4)ccc2OC[C@@H](C)N(C(C)=O)C[C@H]1C	10	0.0	7	-2	-8	4	1
CC1(c2ccc(OC(F)F)cc2)NC(=O)N(CC(=O)Nc2ccc(OC(F)F)cc2)C1=O (stereo not given)	-32	/	-5	-4	-5	-1	-2
O=C(NN1C(=O)/C(=C/c2cccnc2)SC1=S)C(c1ccccc1)c1ccccc1	33	/	-1	2	-1	-2	/
CC(=O)Nc1ccc(NC(=O)CSc2nc3c([nH]c4ccccc43)c(=O)n2-c2ccccc2F)cc1	-3	0.0	0	13	4	5	4
COc1ccc(NC(=O)N2C[C@@H]3N[C@H](C2)C3c2ccc(-c3cccnc3)cc2)cc1 (stereo not given in full)	/	0.1	-4	5	2	-1	/
COc1ccc([C@H]2CC(=O)C=C(c3ccc4[nH]ccc4c3)C2)cc1OC	5	0.2	2	-10	-1	1	-2
O=C1c2cccc3cccc(c23)C(=O)N1CC1CCCO1 (stereo not given)	3	-2.7	-5	-3	3	-1	0
COc1ccc(Br)c(C(=O)NCC2CCCCC2)c1	4	/	-1	?	-5	0	1
O=C(Cc1ccccc1)N/N=C/c1ccc(S(=O)(=O)O)o1	3	/	0	4	-1	1	-6
COCC(=O)NC[C@H]1[C@H](c2ccc(-c3ccccc3)cc2)[C@H](CO)N1C(C)=O	-5	0.6	4	9	59	-7	0
C/C=C/c1ccc([C@H]2[C@H]3CN(C(=O)Nc4ccc(OC)cc4)CC(=O)N3[C@H]2CO)cc1	/	0.9	2	?	4	-3	/
CCOc1cc(NC(=O)c2ccccn2)c(OCC)cc1NC(=O)c1ccc(Cl)cc1	-25	/	-3	-1	-19	3	0
C[C@H](CO)N1C[C@H](C)[C@H](CN(C)CC2CCOCC2)Oc2cc(C#Cc3ccccc3F)ccc2S1(=O)=O	-4	/	12	0	-1	1	0
CCCCCc1ccc2cc(C#N)ccc2n1	-14	0.0	0	-13	1	-4	3
O=C(NC1CC1)C1CC(=O)N(c2ccc(F)cc2)C1 (stereo not given)	0	-0.6	-6	?	0	4	/
CCOC(=O)C1(CCCc2ccccc2)CCN(C(=O)CCOC)CC1	8	-4.9	0	1	-1	4	3
CC(=O)N/N=C(\C)CC(=O)Nc1cccc2c1CCCC2	/	/	-2	-1	-11	-2	/
COc1ccc(-c2cnc3c(c2)C(=O)N([C@H](C)CO)C[C@H](C)[C@@H](CN(C)C(=O)Cc2ccccn2)O3)cc1	4	0.1	-2	2	-1	-3	-2
CCC(=O)NC1(Cc2ccc(O)cc2)CCCCC1	/	/	-6	-4	-1	-9	/
C[C@@H]1CN([C@H](C)CO)S(=O)(=O)c2ccc(-c3cccc(F)c3)cc2O[C@H]1CN(C)S(=O)(=O)c1ccc(F)cc1	-50	-0.3	16*	?	10	6	2
CCc1cc2c(SCC(=O)Nc3cc(C)on3)ncnc2s1	/	0.2	-4	13	6	-1	/
CCc1nc2sc3c(c2c(=O)n1N)CC(C)(C)OC3	/	/	0	9	-2	4	/
COC1OC2COC(c3ccccc3)OC2C(OC(C)=O)C1OC(C)=O (stereo not given)	/	1.2	-16	?	-3	3	/
O=C(Cn1cnc2ccccc21)N1CCc2ccccc21	1	/	1	0	-2	3	13
O=C(C[C@H]1CC[C@H]2[C@@H](COC[C@@H](O)CN2Cc2cc(F)ccc2F)O1)N[C@@H]1CCN(Cc2ccccc2)C1	31	0.0	2	-5	4	-3	-1
COc1cc(CN2C[C@@H](CO)O[C@@H](n3cnc4c(N(C)C)ncnc43)C2)cc(OC)c1OC	-4	-0.3	1	13	0	-4	-4
COC(=O)[C@@H]1CCCN1Cc1nc(Cc2ccc(OC)c(OC)c2)no1	/	/	3	-2	21	-1	/
CCCNC(=O)[C@H]1[C@H](CO)[C@H]2Cn3c(ccc(C4=CCCC4)c3=O)[C@H]2N1CCC(F)(F)F	8	-1.7	-5	?	20	2	1
CCOC(=O)C(=O)N/N=C/c1cccc(Br)c1	-1	0.4	2	11	-1	1	-2
O=C(NC1CCCC1)[C@@H]1[C@@H](CO)[C@@H]2Cn3c(cccc3=O)[C@@H]2N1CC1CCOCC1	/	-0.1	0	10	2	-8	/
COc1ccccc1NC(=O)N1CCCCN2[C@H](C1)[C@@H](c1ccc(-c3cccc(C#N)c3)cc1)[C@@H]2CO	-18	-0.2	13	-25	-4	-4	-1
Cc1ccc(S(=O)(=O)N(CC(=O)Nc2ccccc2C(=O)O)c2ccc(Cl)cc2)cc1	-8	/	2	-4	-5	0	0
O=C(CCc1ccc(S(=O)(=O)N2CCOCC2)cc1)N/N=C/c1cccc(O)c1	-3	-1.2	-2	-18	-13	3	/
COc1ccc(-c2nc(CN(CC3CCC(=O)N3)C(C)C)c(C)o2)c(C)c1C (stereo not given)	8	-0.4	-2	8	-6	2	-4
O=c1oc2ccccc2n1Cc1ccccc1Cl	5	-0.1	5	-6	-2	-1	-3
COc1ccc(S(=O)(=O)N(C)C[C@H]2OCCCC[C@H](C)Oc3ccc(N(C)C)cc3C(=O)N([C@H](C)CO)C[C@H]2C)cc1	23	-0.3	-2	-10	4	0	1
Cn1nc(C(=O)NNC(=O)c2ccc(Cl)cc2)ccc1=O	-5	0.0	0	-1	-3	3	8
CCN(CC)Cc1cc(Nc2ccnc3cc(Cl)ccc23)ccc1O	-12&-20	-0.2&1.9	-1&-4	4&15	0&-5	-5&-3	2&2
NNC(=S)Nc1ccc(Cl)cc1	-8	1.0	-10	3	-5	-1	-9
Cc1ccc(C(=O)NCC(=O)NC2CC2)cc1	2	0.9	-2	2	-2	-2	3
CC(=O)c1sc(NC(=O)c2cc(=O)c3ccccc3o2)nc1C	0	/	-21	5	-9	5	3
COc1ccc(S(=O)(=O)N(C)C[C@H]2OCCCC[C@H](C)Oc3ccc(NS(=O)(=O)c4ccc(Cl)cc4)cc3C(=O)N([C@@H](C)CO)C[C@@H]2C)cc1	/	0.1	/	15	1	0	/
CC(=O)N1[C@@H](CO)[C@@H](c2ccccc2)C12CN(C(=O)c1ccccn1)C2	/	0.3	-5	5	-1	-5	/
CC1CCN(CCCNS(=O)(=O)c2ccc3c(c2)CCN3C(=O)C2CC2)CC1	28	0.1	6	-1	-7	0	-7
Cc1ccc(NC(=O)c2cc(=O)n(Cc3ccccc3)c(=O)[nH]2)cc1C	/	/	/	-7	-5	0	/
CCC(=O)N(C)C[C@H]1Oc2cc(-c3cncnc3)ccc2S(=O)(=O)N([C@@H](C)CO)C[C@H]1C	13	0.3	-7	5	-36	2	0
C[C@H](NC(=O)N1CCn2c1nc1ccccc12)C(=O)N1CCCCC1	3	/	-3	5	-2	2	-6
CCCCN1CC(COCc2ccccc2)Oc2cccc(Oc3ccc(C(C)C)cc3)c2S1(=O)=O (stereo not given)	-12	/	-4	-6	1	-3	1
C[C@H](CO)N1C[C@H](C)[C@@H](CN(C)Cc2ccccc2)Oc2ccc(NC(=O)C3CC3)cc2CC1=O	8	0.2	-4	5	-28	4	3
CCCCCC(=O)N1C[C@@H](O)[C@H](n2cc(C3CC3)nn2)C[C@@H]1c1ccc(OC)cc1	1	/	-7	5	4	-2	-7
Cc1ccc(S(=O)(=O)Nc2ccc(N3CCN(C)CC3)nc2)cc1	-2	/	/	9	1	2	-7
CC[C@H]1c2[nH]c3ccc(C(C)C)cc3c2[C@@H]2CCN3C(=O)CCC[C@H]1[C@H]23	-8	-0.1	-6	9	5	9	7
Cc1cc(Nc2cccc(Cl)c2)n2ncnc2n1	2	-0.2	-2	-6	1	-1	5
CC(C)CNc1ncnc2c1ncn2[C@H]1CN(Cc2ccc(C(=O)O)cc2)C[C@@H](CO)O1	10	0.0	/	-4	-9	0	-3
COc1ccccc1NC(=O)N1CCCCN2[C@H](C1)[C@H](c1ccc(C#CC3CCCC3)cc1)[C@@H]2CO	15	-0.9	7	9	-9	7	1

Later entries
SMILES	Statin myotox sup	E-selectin induc	SIRT5 block	DENV2 CPE	S100A4 MyoIIA	ERp5 block	PglD inh
O=C(Nc1ccc(S(=O)(=O)Nc2nccs2)cc1)c1c(F)c(F)c(F)c(F)c1F	/	-0.2	-1	?	-4	-3	7
CC1CCCC(C)N1C(=O)COC(=O)CNC(=O)C12CC3CC(CC(C3)C1)C2 (stereo not given)	/	0.1	0	1	2	0	/
O=C(Cc1ccc([N+](=O)[O-])cc1)Nc1ccc2c(c1)C(=O)NC2=O	/	0.1	/	-3	-3	-4	/
CC(C)C[C@H](N)C(=O)N1CCC(C(=O)N[C@H](C(=O)NC(C)c2ccccc2)C(C)C)CC1 (stereo not given in full)	7	/	0	-11	1	2	-2
Cc1ccc(C(=O)NCC(c2ccc(F)cc2)N2CCOCC2)cc1S(=O)(=O)N1CCOCC1 (stereo not given)	-8	-0.1	3	4	0	5	2
C[C@@H]1CN([C@@H](C)CO)S(=O)(=O)c2ccc(-c3ccccc3)cc2O[C@H]1CN(C)C(=O)Cc1ccccc1	-45	0.3	1	-4	-5	-1	0
O=C1Cc2cc(S(=O)(=O)N3CCCCC3)ccc2N1	1	/	2	-5	8	-4	1
O=C(C[C@H]1CC[C@@H]2[C@H](COC[C@H](O)CN2S(=O)(=O)c2ccccc2)O1)NCc1ccc(-c2ccccc2)cc1	9	0.2	5	12	-1	3	0
COCCOc1cc(NC(=O)c2ccccc2)c(Cl)cc1Cl	/	-0.2	0	-3	-4	-3	/
CC(C)N(C(=O)[C@H]1C[C@H](CC(=O)NC(C)(C)C)C(=O)N2CCc3c([nH]c4cc(CCC(=O)N(C)C)ccc34)[C@]12C)C(C)C	-2	/	-5	0	3	3	-1
CCOc1ccc(-c2nc(CN(Cc3ccccc3)C[C@@H]3CCC(=O)N3)c(C)o2)cc1	/	6.5	-2	13	-1	-3	/
Cc1ccc(Nc2ncnc3sccc23)c(C)c1	-4	/	0	5	-2	1	-4
C/C(=N\NC(=O)c1nnn(-c2nonc2N)c1-c1ccc2c(c1)OCO2)c1cccs1	-20	/	-10	0	-2	5	-1
C=CCNC(=S)Nc1cc(C)ccn1	-7	/	-4	5	1	3	1

Some of these compounds in order of the SIRT5 block value, highest first:
molecule | SIRT5 block | S100A4 MyoIIA | ERp5 block | PglD inh
O=C1Cc2cc(S(=O)(=O)N3CCCCC3)ccc2N1 | 2 | 8 | -4 | 1
CC(C)C[C@H](N)C(=O)N1CCC(C(=O)N[C@H](C(=O)NC(C)c2ccccc2)C(C)C)CC1 (stereo not given in full) | 0 | 1 | 2 | -2
O=C(Nc1ccc(S(=O)(=O)Nc2nccs2)cc1)c1c(F)c(F)c(F)c(F)c1F | -1 | -4 | -3 | 7
CCOc1ccc(-c2nc(CN(Cc3ccccc3)C[C@@H]3CCC(=O)N3)c(C)o2)cc1 | -2 | -1 | -3 | /
C=CCNC(=S)Nc1cc(C)ccn1 | -4 | 1 | 3 | 1

2 compounds from above, reduced to PglD inh, SIRT5 block and Statin myotox sup.
Structure	PglD inh	SIRT5 block	Statin myotox sup
Cc1ccc(C(=O)NCC(c2ccc(F)cc2)N2CCOCC2)cc1S(=O)(=O)N1CCOCC1 (stereo not given)	2	3	-8
C[C@@H]1CN([C@@H](C)CO)S(=O)(=O)c2ccc(-c3ccccc3)cc2O[C@H]1CN(C)C(=O)Cc1ccccc1	0	1	-45
